Assay outcomes as filed in PubChem.
TRb SRC2 PPI = qHTS for Inhibitors of the Interaction of Thyroid Hormone Receptor and Steroid Receptor Coregulator 2 | 280,000 compounds, 0.065% hits | Potency, µM (titrated, usually from 106 µM), for the others: top-dose activity change, negative = inhibition, actives largely listed as inhibitors | TRbeta-SRC2 peptide binding, fluorescence polarization; receptor liganded with 1 µM T3 | Thyroid hormone receptor beta (Homo sapiens), P10828;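 note: plate controls were bound peptide for no effect and peptide without receptor for full effect; nearly all actives have a fitted effect of over 50% in size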
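Fluorescence polarization of 20 nM Texas Red SRC2 peptide with 0.6 uM human TRb ligand-binding domain, in Tris buffer with 1uM T3 and 5% DMSO. Incubated 5 hr ambient; normalized to unbound and bound controls.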
TR SRC2 fluor cs = Total Fluorescence Counterscreen for Inhibitors of the Interaction of Thyroid Hormone Receptor and Steroid Receptor Coregulator 2; TRb/SRC2 Texas Red total fluorescence interference; Potency, µM (top dose mostly 106 µM), without a hit: at the highest dose fluorescence change, negative = quenching; 280,000 compounds, 0.29% hits; active = well fitted curve in either direction with a large enough effect; inconclusive = small, poorly fitted or top-dose-only effect
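Flags fluorescent or light-absorbing compounds by total fluorescence, S + 2P, at 555 nm excitation and 632 nm emission. Mixture: 20 nM Texas Red SRC2 peptide, 0.6 uM human TRb LBD, 1 uM T3, 5% DMSO; compound exposure 5 h at ambient temperature.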
RECQ1 inh = qHTS Assay for Inhibitors of RecQ-Like Dna Helicase 1 (RECQ1). ATP-dependent DNA helicase Q1 (Homo sapiens), P46063. RECQ1 DNA unwinding, red fluorescence kinetic read. Potency, µM (titrated, usually from 57.3 µM), for inactives: at the highest dose activity, negative = inhibition, hits mostly inhibitors. 240,000 compounds, 0.54% hits;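 note: plate controls were vehicle for no effect and no enzyme for full effect; nearly all actives have a fitted effect of over 30% in size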
Target sequence (P46063 whole entry, looked up): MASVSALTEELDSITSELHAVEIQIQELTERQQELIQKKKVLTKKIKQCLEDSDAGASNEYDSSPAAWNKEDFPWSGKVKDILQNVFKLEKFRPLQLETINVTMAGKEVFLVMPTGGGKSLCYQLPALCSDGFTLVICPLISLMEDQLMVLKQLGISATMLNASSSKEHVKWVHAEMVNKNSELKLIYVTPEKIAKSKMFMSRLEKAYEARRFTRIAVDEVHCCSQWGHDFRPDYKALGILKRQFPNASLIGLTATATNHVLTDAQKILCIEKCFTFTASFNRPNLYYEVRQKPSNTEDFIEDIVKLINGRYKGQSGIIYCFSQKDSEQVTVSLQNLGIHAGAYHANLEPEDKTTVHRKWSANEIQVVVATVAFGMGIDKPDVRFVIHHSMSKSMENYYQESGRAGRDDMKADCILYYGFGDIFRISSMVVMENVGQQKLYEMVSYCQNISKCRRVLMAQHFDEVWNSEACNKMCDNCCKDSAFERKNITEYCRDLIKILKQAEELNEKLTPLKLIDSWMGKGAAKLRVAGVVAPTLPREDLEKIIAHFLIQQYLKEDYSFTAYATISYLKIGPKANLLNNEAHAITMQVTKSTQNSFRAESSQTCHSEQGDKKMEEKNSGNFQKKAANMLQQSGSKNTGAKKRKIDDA
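50 nM RECQ1T1 preincubated 15 min with compound in Tris pH 8.0 buffer with MgCl2, DTT, Tween-20 and 2.5 ug/ml poly(dI-dC); started with 200 nM TAMRA/BHQ-2 forked duplex and 2 mM ATP. Unwinding read as fluorescence (525/598 nm), two reads 2 h apart.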
JMJD2E inh = qHTS Assay for Inhibitors of Human Jumonji Domain Containing 2E (JMJD2E); Lysine-specific demethylase 4E (Homo sapiens), B2RXH2; Potency, µM (series often up to 57.1 µM), for inactives: at the highest dose activity change, negative = inhibition, usual class: inhibitors; 230,000 compounds, 1.6% hits; JMJD2E catalytic domain, FDH-coupled NADH fluorescence (FDH is formaldehyde dehydrogenase); AID 2147, 2009; active = well fitted inhibition curve with a large enough effect, not every such curve was filed as active; inconclusive = small, poorly fitted or top-dose-only effect, or another doubt; inactive = no such curve, though single readings can be large or run the other way;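 note: 0% = wells with enzyme and -100% = buffer wells without enzyme; nearly all actives have a fitted effect of over 50% in size; many of its hits are not listed in these tables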
L3MBTL1 block = qHTS Assay for the Inhibitors of L3MBTL1. AID 485360, 2010. Potency, µM (highest dose often 57.1 µM), without a hit: at the top dose activity, negative = inhibition, actives largely listed as inhibitors. AlphaScreen L3MBTL1–H3K9me1 peptide binding. 230,000 compounds, 0.66% hits; note: nearly all actives have a fitted effect of over 60% in size
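Displacement of a biotinylated histone H3(1-15) peptide monomethylated at Lys9 (75 nM) from L3MBTL1 (50 nM) was measured by AlphaScreen after a 30 min room-temperature compound incubation; cefsulodin titration served as intraplate control.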
GoLoco inh red = qHTS Assay for Inhibitors of RGS12 GoLoco Motif Activity (Red Fluorophore); Guanine nucleotide-binding protein G(i) subunit alpha-1 (Homo sapiens), P63096; Gai1:RGS12 GoLoco peptide FP, rhodamine, 10 min; 230,000 compounds, 0.44% hits; Potency, µM (titrated, usually from 61.6 µM), without a hit: top-dose activity, negative = inhibition, actives largely listed as inhibitors; active = well fitted inhibition curve with a large enough effect, not every such curve was filed as active; inactive = no such curve, though single readings can be large or run the other way; note: nearly all actives have a fitted effect of over 30% in size; many of its hits are not listed in these tables
An asterisk follows results filed as active; i = inactive; ? = inconclusive; / = no result given; & = joins results of further samples; [ ] = remark or other dose. Unless noted, calls come from the whole dose curve; as a rule, active = well fitted curve in the direction sought with a large enough effect; inconclusive = small, poorly fitted or top-dose-only effect, or another doubt; inactive = no such curve, though single readings can be large; an effect the other way counts as inactive or inconclusive. Unless noted, % is set by controls: 0 for no effect and ±100 for the full control effect; potency is the fitted concentration of half-maximal effect. Not all compounds are listed, so the mix of outcomes need not match the whole.

1: O=C(NNC(=O)c1ccccc1F)c1ccc(NS(=O)(=O)c2ccc(F)cc2)cc1
2: CCOc1ccccc1C(=O)NCC(=O)NNC(=O)CN(C)S(=O)(=O)c1ccc(Cl)cc1
3: O=C(NCCc1cccc(Cl)c1)c1cccc(-n2cnnn2)c1
4: COc1ccc(S(=O)(=O)N2CCCC(C(=O)NC3CC3)C2)cc1OC (configuration not stated)
5: COc1ccc2ccn(S(=O)(=O)c3ccccc3)c2c1
6: NC(=O)COc1ccc(NS(=O)(=O)Cc2ccccc2)cc1

assay / entry | 1 | 2 | 3 | 4 | 5 | 6
TRb SRC2 PPI | / | / | / | / | / | /
TR SRC2 fluor cs | / | / | / | / | / | /
RECQ1 inh | / | / | / | / | / | /
JMJD2E inh | / | / | / | / | / | /
L3MBTL1 block | -8.7% | 9.3% | 7.4% | 5.8% | 13.9% | 4.4%
GoLoco inh red | / | / | / | / | / | /

7: CCCCn1c(N)c(N(CC(C)C)C(=O)C2CCCN(C(=O)c3ccc(Cl)cc3)C2)c(=O)[nH]c1=O (configuration not stated)
8: O=C(COC(=O)c1cccc(S(=O)(=O)NCc2ccccc2)c1)NC1CC1
9: Cc1ccc(C)c(S(=O)(=O)N2CCN(C(=O)CCNS(=O)(=O)c3ccc(C)c(C)c3)CC2)c1
10: CCCCCCCCCCCCCCCC[N+](C)(C)CC
11: O=C(N/N=C/c1ccccc1O)c1ccncc1
12: CCN(CC)CCC(=O)N1c2ccccc2Sc2ccc(Cl)cc21

assay / entry | 7 | 8 | 9 | 10 | 11 | 12
TRb SRC2 PPI | / | / | / | 9.1% | 2.6% | -1.8%
TR SRC2 fluor cs | / | / | / | 0.7% | -1.9% | -0.4%
RECQ1 inh | / | / | / | / | / | /
JMJD2E inh | / | / | / | / | / | /
L3MBTL1 block | 3.9% | 6.5% | -0.5% | 27.5% | ? | -5.4%
GoLoco inh red | / | / | / | / | / | /

Ordered by number of heavy atoms (rising): three of the compounds above
11: O=C(N/N=C/c1ccccc1O)c1ccncc1
10: CCCCCCCCCCCCCCCC[N+](C)(C)CC
9: Cc1ccc(C)c(S(=O)(=O)N2CCN(C(=O)CCNS(=O)(=O)c3ccc(C)c(C)c3)CC2)c1

assay / entry | 11 | 10 | 9
TRb SRC2 PPI | 2.6% | 9.1% | /
TR SRC2 fluor cs | -1.9% | 0.7% | /
RECQ1 inh | / | / | /
JMJD2E inh | / | / | /
L3MBTL1 block | ? | 27.5% | -0.5%
GoLoco inh red | / | / | /

Next part.
13: C[C@]12CCC(=O)C=C1CC[C@@H]1[C@@H]2[C@@H](O)C[C@]2(C=O)[C@@H](C(=O)CO)CC[C@@H]12
14: Clc1ccccc1-c1ccc2ncnc(NCc3cccnc3)c2c1
15: c1csc(CNc2ncnc3ccc(-c4ccoc4)cc23)c1
16: CC(O)C(C(=O)OCc1ccc([N+](=O)[O-])cc1)N1C(=O)c2ccccc2C1=O (configuration not stated)
17: O=C1CC(O)(c2ccccc2)C(c2ccccc2)=C1c1ccccc1 (configuration not stated)
18: O=S(=O)(CC12C3C4C5C1C2C(Br)(C43)C51OCCO1)c1ccccc1 (configuration not stated)
19: CC(=O)NC(C(=O)c1ccccc1)C(=O)c1ccccc1

assay / entry | 13 | 14 | 15 | 16 | 17 | 18 | 19
TRb SRC2 PPI | -4.3%[201 µM] | / | / | / | / | / | /
TR SRC2 fluor cs | -5.1%[201 µM] | / | / | / | / | / | /
RECQ1 inh | / | i | -3.1% | 2.6% | -9.9% | -3.3% | -4.7%
JMJD2E inh | / | / | / | -5.3% | -1.2% | 5.1% | -5.5%
L3MBTL1 block | 3.7% | -2.2%&-2.6% | 3.1%&-0.8% | 5.6% | -18.9% | -1.5% | 0.6%
GoLoco inh red | / | 12.0% | 39.3%[activator] | / | / | / | /

Filtered by structure, the entries above with nitrogen in an aromatic ring
3: O=C(NCCc1cccc(Cl)c1)c1cccc(-n2cnnn2)c1
5: COc1ccc2ccn(S(=O)(=O)c3ccccc3)c2c1
7: CCCCn1c(N)c(N(CC(C)C)C(=O)C2CCCN(C(=O)c3ccc(Cl)cc3)C2)c(=O)[nH]c1=O (configuration not stated)
11: O=C(N/N=C/c1ccccc1O)c1ccncc1
14: Clc1ccccc1-c1ccc2ncnc(NCc3cccnc3)c2c1
15: c1csc(CNc2ncnc3ccc(-c4ccoc4)cc23)c1

assay / entry | 3 | 5 | 7 | 11 | 14 | 15
TRb SRC2 PPI | / | / | / | 2.6% | / | /
TR SRC2 fluor cs | / | / | / | -1.9% | / | /
RECQ1 inh | / | / | / | / | i | -3.1%
JMJD2E inh | / | / | / | / | / | /
L3MBTL1 block | 7.4% | 13.9% | 3.9% | ? | -2.2%&-2.6% | 3.1%&-0.8%
GoLoco inh red | / | / | / | / | 12.0% | 39.3%[activator]
